Screening data (PubChem BioAssay)
USP1 inh: Inhibitors of USP1/UAF1: Primary Screen; Potency, µM (highest dose often 57.1 µM), inactives show top-dose activity change, negative = inhibition, most hits filed as inhibitors; recombinant USP1/UAF1, Ub-Rhodamine cleavage fluorescence; Ubiquitin carboxyl-terminal hydrolase 1 (Homo sapiens), O94782; hit rate 0.23% among 390,000; note: potency is the fitted concentration of half-maximal effect; % is set by controls: 0 for no effect and ±100 for the full control effect; nearly all actives have a fitted effect of over 60% in size; inactives centre near -12
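Step one: compound is pinned into 1nM USP1/UAF1 in HEPES pH 7.8 buffer with TCEP. Step two: 15 min room-temperature incubation. Step three: Ub-Rho (150nM final) starts cleavage, tracked by fluorescence over six one-minute reads.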
PI4K2A block: qHTS for small molecular inhibitors of PI4K2A. Phosphatidylinositol 4-kinase type 2-alpha (Homo sapiens), Q9BTU6. purified PI4K2A, ADP-Glo luminescence, 1 h; active compounds read low. activity change, negative = inhibition, % at 76.9 µM. hit rate 0.13% among 420,000. AID 1346378, 2018; in the data active = activity change below about -50%; inconclusive = mostly about -30% to -49%;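 note: -100% = wells without enzyme as full effect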
Target sequence (Q9BTU6 whole entry, looked up): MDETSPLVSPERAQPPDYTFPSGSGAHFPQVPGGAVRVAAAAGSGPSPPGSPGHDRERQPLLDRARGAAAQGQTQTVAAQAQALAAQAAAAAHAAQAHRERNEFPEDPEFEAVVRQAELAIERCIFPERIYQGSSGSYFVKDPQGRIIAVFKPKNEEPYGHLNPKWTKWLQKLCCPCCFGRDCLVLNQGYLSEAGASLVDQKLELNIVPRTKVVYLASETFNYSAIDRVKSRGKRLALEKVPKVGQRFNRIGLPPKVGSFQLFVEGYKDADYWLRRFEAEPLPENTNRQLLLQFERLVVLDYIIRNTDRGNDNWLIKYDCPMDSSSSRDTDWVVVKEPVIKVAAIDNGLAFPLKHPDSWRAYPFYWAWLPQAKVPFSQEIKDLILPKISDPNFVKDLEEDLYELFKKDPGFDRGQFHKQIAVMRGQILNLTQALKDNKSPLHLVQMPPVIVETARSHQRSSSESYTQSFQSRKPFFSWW
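ADP-Glo luminescence measured ADP generated by PI4K2A enzyme (4 ug/mL before mixing) with 1.2 mM PI substrate (pre-mix) and 300 microM ATP (pre-mix). Tris pH7.5 buffer with MgCl2, Triton X-100; 1 h reaction at ambient temperature.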
HP1b binding inh: HTS for Inhibitors of HP1-beta Chromodomain Interactions with Methylated Histone Tails; Chromobox protein homolog 1 (Homo sapiens), P83916; AlphaScreen HP1-beta / biotin-H3K9me3 peptide binding; Potency, µM (top dose mostly 114 µM), inactives show at the top dose activity change, negative = inhibition, actives largely listed as inhibitors; hit rate 0.56% among 390,000; AID 540317, 2011; note: potency is the fitted concentration of half-maximal effect; nearly all actives have a fitted effect of over 70% in size; inactives centre near 23
Target sequence (P83916 whole entry, looked up): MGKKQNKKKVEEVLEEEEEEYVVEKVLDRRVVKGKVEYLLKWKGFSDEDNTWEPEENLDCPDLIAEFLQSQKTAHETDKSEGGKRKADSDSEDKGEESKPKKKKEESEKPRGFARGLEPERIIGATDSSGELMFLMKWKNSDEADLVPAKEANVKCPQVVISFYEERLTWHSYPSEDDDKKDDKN
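AlphaScreen: HP1-beta (50 nM) preformed 30 min with biotin-H3(1-18)K9me3 peptide (50 nM) in PBS pH 7.4, 0.01% Tween-20. Compound added for 30 min at RT, then streptavidin donor/nickel chelate acceptor beads (10 ug/mL) for 30 min.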
GLS inh: qHTS for Inhibitors of Glutaminase (GLS). AID 624170, 2012. GLS enzymatic activity, qHTS titration. Potency, µM (titrated, usually from 45.5 µM), for inactives: at the highest dose activity change, negative = inhibition, hits mostly inhibitors. Glutaminase kidney isoform, mitochondrial (Homo sapiens), O94925. hit rate 0.21% among 410,000; note: potency is the fitted concentration of half-maximal effect; % is set by controls: 0 for no effect and ±100 for the full control effect
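hKGA; 45 mM KH2PO4 pH 8.2 + 0.02% Tween-20; cpd via pin tool; 1 mM Gln soln; GluOx/HRP/Amplex Red; RT 30 min; fluor. t0 & final.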
Pin1 inh: qHTS Assay to Find Inhibitors of Pin1; Potency, µM (top dose mostly 115 µM), for inactives: at the top dose activity, negative = inhibition, most hits filed as inhibitors; hit rate 0.009% among 390,000; Peptidyl-prolyl cis-trans isomerase NIMA-interacting 1 (Homo sapiens), Q13526; Pin1 FP peptide displacement, HiFluor488, 10 min; active = well fitted inhibition curve with a large enough effect in the polarisation, with a control signal flat, not every such curve was filed as active; inconclusive = small, poorly fitted or top-dose-only effect, or effect the other way, or a change in a side signal; inactive = no such curve, though single readings can be large or run the other way; the % refers to the polarisation; note: potency is the fitted concentration of half-maximal effect; % is set by controls: 0 for no effect and ±100 for the full control effect
Target sequence (Q13526 whole entry, looked up): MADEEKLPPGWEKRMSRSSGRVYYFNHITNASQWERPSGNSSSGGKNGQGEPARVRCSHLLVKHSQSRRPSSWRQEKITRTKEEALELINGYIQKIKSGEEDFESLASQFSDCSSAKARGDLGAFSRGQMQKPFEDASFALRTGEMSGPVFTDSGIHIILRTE
TrxR1 substrate: qHTS Assay for Substrates of Mammalian Selenoprotein Thioredoxin Reductase 1 (TrxR1): qHTS | Potency, µM (highest dose often 114 µM), inactives show at the top dose activity change, negative = substrate turnover | AID 588456, 2011 | purified TrxR1 substrate turnover, NADPH consumption readout | hit rate 0.01% among 390,000; note: potency is the fitted concentration of half-maximal effect; % is set by controls: 0 for no effect and ±100 for the full control effect; nearly all actives have a fitted effect of over 50% in size
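Rat TrxR1, dispensed at 90 nM, was prereduced with 400 uM NADPH (final) for 5 min at ~22 deg C, then incubated with compound 15 min before 400 uM selenite. A first-read NADPH fluorescence drop versus no-compound background flagged substrates.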
PGK inhibitor: qHTS Assay to Find Inhibitors of Phosphoglycerate Kinase. Phosphoglycerate kinase, glycosomal (Trypanosoma brucei brucei), P07378. PGK/GAPDH coupled, Kinase-Glo luminescence, 60 min. Potency, µM (titrated, usually from 57.5 µM), for the others: top-dose activity change, negative = inhibition, most hits filed as inhibitors. hit rate 0.043% among 380,000. AID 602233, 2012; note: potency is the fitted concentration of half-maximal effect; % is set by controls: 0 for no effect and ±100 for the full control effect; nearly all actives have a fitted effect of over 60% in size
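Recombinant glycosomal PGK reaction used 1,3-bisphosphoglycerate generated in-well by GAPDH (100nM final) in 100mM TEA pH 7.6, 5mM MgCl2, 0.01% Tween-20. After 60 minutes at room temperature, ATP was read by Kinase-Glo Plus luminescence end-point.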
TrxR1 inh: qHTS Assay for Inhibitors of Mammalian Selenoprotein Thioredoxin Reductase 1 (TrxR1): qHTS; Thioredoxin reductase 1, cytoplasmic (Rattus norvegicus), O89049; Potency, µM (top dose mostly 114 µM), for the others: at the highest dose activity change, negative = inhibition, actives largely listed as inhibitors; recombinant rTrxR1, NADPH fluorescence consumption, selenite substrate; hit rate 1% among 390,000; note: potency is the fitted concentration of half-maximal effect; % is set by controls: 0 for no effect and ±100 for the full control effect; nearly all actives have a fitted effect of over 65% in size
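Rat TrxR1 (90 nM in the dispensed reagent) was pre-reduced with 400 uM NADPH for 5 min at room temperature, then incubated with compound for 15 min. After 400 uM selenite was added, NADPH fluorescence (Ex 340/Em 450 nm) was followed for 8 min.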
IDH1 R132H inh: qHTS for Inhibitors of mutant isocitrate dehydrogenase 1 (IDH1): qHTS; Isocitrate dehydrogenase [NADP] cytoplasmic (Homo sapiens), O75874; IDH1-R132H enzyme, NADPH consumption, diaphorase/resazurin fluorescence; Potency, µM (doses to about 76.6 µM), inactives show at the highest dose activity change, negative = inhibition, hits mostly inhibitors; hit rate 0.093% among 390,000; note: potency is the fitted concentration of half-maximal effect; % is set by controls: 0 for no effect and ±100 for the full control effect; nearly all actives have a fitted effect of over 65% in size
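IDH1-R132H (0.5 ug/mL dispensed) in pH 7.5 Tris buffer was preincubated 30 min with compound, then given a substrate mix of 0.016 mM NADPH and 2 mM alpha-KG for 80 min at room temperature; remaining NADPH was read by diaphorase/resazurin fluorescence.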
* marks the source's active call; other numbers are inactive results; i = inactive; ? = inconclusive; . = not tested or not shown; & = joins results of further samples; [ ] = dose if it differs, or a comment. Unless noted, calls come from the whole dose curve; as a rule, active = well fitted curve in the direction sought with a large enough effect; inconclusive = small, poorly fitted or top-dose-only effect, or another doubt; inactive = no such curve, though single readings can be large; an effect the other way counts as inactive or inconclusive. An excerpt (hit frequency here may not be typical).

SMILES	USP1 inh	PI4K2A block	HP1b binding inh	GLS inh	Pin1 inh	TrxR1 substrate	PGK inhibitor	TrxR1 inh	IDH1 R132H inh
C#CCOCCOCCOCCNc1nc(N2CCN(C(=O)[C@H]([C@@H](C)O)n3cc(CCCCN)nn3)CC2)nc(N2CCN(C(=O)[C@H](CCCCN)n3cc(CCC(=O)O)nn3)CC2)n1	-13%	-2	33%	-7%	-2%	2%	-8%	17%	-6%
O=C(NCCCN1CCCC1=O)C1CCN(S(=O)(=O)c2ccccc2)CC1	-5%	-1	38%	1%	1%	6%	0%	16%	-9%
COc1ccc(-c2cc(-c3ccc(F)cc3)nc(N3CCN(C)CC3)n2)cc1	-22%	-4	23%	10%	-1%	10%	i	-5%	-4%
Fc1ccc(-c2nc(Nc3cccc(C(F)(F)F)c3)nc3c2COc2ccccc2-3)cc1	-12%	-1	5%	5%	36%[activator]	-12%	0%	1%	-10%
Cc1cn(CC(=O)N[C@H](CO)Cc2c[nH]c3ccccc23)c(=O)[nH]c1=O	-10%	-2	35%	30%	0%	1%	i	11%	-8%
COc1ccccc1OCCCCCCN1CCN(C)CC1	-8%	-2	9%	2%	0%	0%	-1%	-18%	5%
O=C(Cn1ncc(Cl)c(Cl)c1=O)c1ccc(Cl)cc1	-16%	23	42%[activator]	-8%	-8%	1%[57.1 µM]	-4%	-23%[57.1 µM]	3%
Cc1c(-c2nc(-c3ccccc3F)no2)nnn1-c1cc(F)ccc1F	-27%	-5	26%	3%	0%	-1%[57.1 µM]	-4%	20%[57.1 µM]	9%
COc1ccc(NC(=O)c2ccco2)cc1NC(=O)c1cccc(F)c1	-22%	0	17%	2%	-3%	0%	-10%	10%	-1%
Cc1ccc2nc(SCC(=O)N3CCCC3)[nH]c2c1	-8%	5	?	-4%	1%	2%	i	23%	9%
CCOc1ccc(S(=O)(=O)N2CCN(S(=O)(=O)c3ccc(OCC)cc3)C(C)C2)cc1 (configuration not stated)	-6%	-1	12%	15%	-1%	3%	4%	24%	-5%
COc1cc(CN(CC2CCCO2)C(=O)c2cccs2)cc(OC)c1OC (configuration not stated)	-8%	3	26%	8%	-4%	-3%	-5%	13%	-6%
O=C(Nc1ccc(-c2nc3cccnc3s2)cc1)C1CCCO1 (configuration not stated)	-11%	-57*	32%	-1%	-3%	348%[activator][57.1 µM]	?	-45%	5%
COc1ccc(S(=O)(=O)NCC(c2cccnc2)N2CCN(C)CC2)cc1C (configuration not stated)	-11%	-3	33%	2%	-10%	4%[57.1 µM]	-4%	14%[57.1 µM]	-2%
Cc1ccccc1OCCn1cnc2c(N)ncnc21	8%	-9	35%	2%	4%	6%	-2%	?	0%
C=CCC[C@H](Cc1ccc(F)cc1)C(=O)OC[C@@H](C)NC(=O)[C@@H](CC=C)CC(=O)N[C@@H](CO)Cc1ccccc1	-23%	1	8%	-5%	4%	4%	-1%	22%	2%[38.3 µM]
CCN1CCC2(CCN(Cc3cn[nH]c3-c3ccc(OC)c(F)c3)C2)C1 (configuration not stated)	-14%	-1	43%	-2%	4%	7%	-10%	-3%	17%
Cc1ccc(C)c(S(=O)(=O)N2CCCC2CNC(=O)C(=O)NCc2cccs2)c1 (configuration not stated)	-21%	1	19%	-2%	7%	3%[57.1 µM]	2%	8%[57.1 µM]	-6%
COc1ccccc1OCC(O)Cn1c(Br)nc2c1c(=O)[nH]c(=O)n2C (configuration not stated)	-20%	-2	29%	6%	-7%	9%[57.1 µM]	-1%	13%[57.1 µM]	2%
CCc1ccc(NC(=O)N(CCCOC(C)C)C2CCN(C(C)=O)CC2)cc1	-15%	2	15%	13%	-8%	8%	.	18%	-7%
CC(C)OCCCNC(=O)CN1C(=O)CSc2ccc(S(=O)(=O)N3CCCCC3)cc21	-7%&-33%	-5&-5	7%&23%	3%&1%	-2%&-2%	3%	-8%&-2%	4%	0%&10%
O=C(Cc1cn2ccsc2n1)Nc1cccc2cnccc12	-25%	0	21%	4%	-7%	1%	-9%	1%	6%
O=C(Nc1ccccc1N1CCN(c2ccccc2)CC1)C12CC3CC(CC(C3)C1)C2	-13%	-4	-4%	16%	-1%	0%	-2%	5%	1%
COc1cc([N+](=O)[O-])c2ncccc2c1	.	.	24%	.	31%[activator]	9%[0.457 µM]	.	-30%	.
Cc1cc(N2CCOCC2)n2ncc(-c3ccccc3)c2n1	-15%	0	96%	6%	0%	-1%	-11%	-2%	5%
CCOC(=O)c1cn(Cc2ccccc2)c(C(=O)OC(C)(C)C)c1O	11%	-6	62%[activator]	1%	?	-11%	2%	-2%	-2%
Cc1ccc(OCCC(=O)OC(C)C(=O)Nc2ccc(Cl)cn2)cc1 (configuration not stated)	-19%	5	79%[activator]	-1%	-3%	-4%	-3%	5%	11%
COc1ccc2cc(C(c3nnnn3C3CCCC3)N3CCOCC3)c3nnnn3c2c1 (configuration not stated)	-10%	-4	27%	0%	-3%	4%	-9%	8%	0%
COC(=O)c1cccc(Nc2nc(-c3cccnc3)nc3ccccc23)c1	-6%	0	27%	8%	3%	1%	5%	5%	0%
CNC(=O)c1ccc(C)c(NC(=O)C2=C(C)OCCS2)c1	-20%	-3	35%	2%	4%	-2%	-10%	-5%	7%
Cc1ccc(S(=O)(=O)N(C)CC(=O)NNC(=O)CCS(=O)(=O)c2ccccc2)cc1	-19%	-4	51%[activator]	1%	3%	4%	-5%	4%	2%
CCOc1ccc(NC(=O)C2C3CC/C=C\CCC32)cc1 (configuration not stated)	-19%	2	37%	-4%	-2%	2%	1%	15%[57.1 µM]	5%
O=C(NCCc1ccccc1)c1ccc(-n2cnnn2)cc1	2%	6	21%	-1%	1%	2%[57.1 µM]	-6%	-2%[57.1 µM]	-3%
COc1ccc(OC)c2[nH]c(=O)c(CCNS(=O)(=O)c3ccc(F)cc3)cc12	-23%	-1	9%	2%	-3%	4%	-9%	13%	0%
COc1ccc(NC(=O)c2cc3c(Cl)nc4ccccc4c3s2)cc1OC	-12%	-2	27%	-1%	14%	-16%	-8%	?	3%
NCCc1nnc(SCC(=O)Nc2ccc(Br)cc2)o1	-16%	-1	53%[activator]	-2%	-4%	2%	-2%	28%	-5%
CCOc1[nH]n(-c2ccccc2)c(=O)c1C=NCC(=O)OC	-15%	2	37%	-8%	-8%	-3%	-5%	14%	10%
C=CCNC(=O)c1onc(CSc2ccc(Cl)cc2)c1C(=O)O	?	4	16%	18%	-2%	0%	-6%	-13%	0%
O=c1ccc(-c2nc3ccccc3n2Cc2ccc(Cl)cc2)c[nH]1	-21%	-1	28%	-17%	14%	-14%[57.1 µM]	i	25%[57.1 µM]	0%
Nc1nonc1-n1nnc(C(=O)N/N=C/c2ccc3c(c2)OCO3)c1-c1ccccc1	-17%	0	22%	6%	15%	-1%[57.1 µM]	-8%	18%[57.1 µM]	7%

2 entries from above, with values under each structure.
Sequence of screens: USP1 inh	PI4K2A block	HP1b binding inh	GLS inh	Pin1 inh	TrxR1 substrate	PGK inhibitor	TrxR1 inh	IDH1 R132H inh
- Cc1ccc(S(=O)(=O)N(C)CC(=O)NNC(=O)CCS(=O)(=O)c2ccccc2)cc1
→ -19%	-4	51%[activator]	1%	3%	4%	-5%	4%	2%
- NCCc1nnc(SCC(=O)Nc2ccc(Br)cc2)o1
→ -16%	-1	53%[activator]	-2%	-4%	2%	-2%	28%	-5%

Further results follow:
SMILES	USP1 inh	PI4K2A block	HP1b binding inh	GLS inh	Pin1 inh	TrxR1 substrate	PGK inhibitor	TrxR1 inh	IDH1 R132H inh
Cc1cccc(C(=O)NCC(=O)N2CC(=O)Nc3ccccc32)c1	-15%	4	26%	-12%	-3%	0%	-8%	19%	5%
CN(Cc1ccccc1C(F)(F)F)C(=O)C1CCC(=O)N(CC2CCCCC2)C1 (configuration not stated)	-16%	2	.	1%	.	.	-3%	.	-2%
c1cn(CC2(Cn3ccnc3)COC2)cn1	-1%	0	43%[activator]	-19%	4%	10%[57.1 µM]	3%	14%[57.1 µM]	-2%
O=C(CNC(=O)c1ccco1)OCc1c(F)cccc1Cl	1%	1	14%	4%	-11%	-4%	2%	-1%	-4%
COc1cccc(C(=O)Nc2ccc(S(=O)(=O)N3CCCCC3)cc2)c1OC	-11%	4	16%	9%	5%	5%	i	15%	5%
CCOc1ccc(OCC)c(NC(=O)C2CCCN(S(=O)(=O)c3ccc4c(c3)oc(=O)n4C)C2)c1 (configuration not stated)	-28%	-16	49%[activator]	-3%	-2%	-1%	i	11%	10%
